# ALDH1A1 block: blocks purified human ALDH1A1 activity; Potency, µM (doses to about 75.3 µM), for the others: at the highest dose activity, negative = inhibition, usual class: inhibitors; P00352; AID 1030; 220,000 tested, 7.3% active; Purified ALDH1A1, NADH fluorescence, propionaldehyde substrate; active = well fitted inhibition curve with a large enough effect, not every such curve was filed as active; inconclusive = small, poorly fitted or top-dose-only effect, or another doubt; inactive = no such curve, though single readings can be large or run the other way;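 note: plate controls were no enzyme wells and a reference inhibitor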
# GLA spleen mod: inhibits or activates alpha-galactosidase in human spleen homogenate; P06280; Potency, µM (doses to about 80 µM), without a hit: top-dose activity change, negative = inhibition, hits mostly inhibitors; human spleen homogenate, 4MU-alpha-Gal fluorescence, 40 min; 240,000 tested, 0.008% active;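 note: 0% = enzyme with vehicle and -100% = no enzyme basal signal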
#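 Human spleen homogenate (1 ug) was the enzyme source, with 4-methylumbelliferyl-alpha-D-galactopyranoside (1 mM final) in pH 5.0 citrate buffer with 0.01% Tween-20. Compounds were titrated; after 40 min at 37C, NaOH/glycine stop, 4-MU fluorescence read; AC50 from Hill fits.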
# L3MBTL1 inh: blocks human L3MBTL1. Q9Y468. Potency, µM (titrated, usually from 57.1 µM), without a hit: at the highest dose activity, negative = inhibition, most hits filed as inhibitors. AlphaScreen L3MBTL1–H3K9me1 peptide binding. 230,000 tested, 0.66% active. AID 485360; note: nearly all actives have a fitted effect of over 60% in size
# Target sequence (Q9Y468 whole entry, looked up): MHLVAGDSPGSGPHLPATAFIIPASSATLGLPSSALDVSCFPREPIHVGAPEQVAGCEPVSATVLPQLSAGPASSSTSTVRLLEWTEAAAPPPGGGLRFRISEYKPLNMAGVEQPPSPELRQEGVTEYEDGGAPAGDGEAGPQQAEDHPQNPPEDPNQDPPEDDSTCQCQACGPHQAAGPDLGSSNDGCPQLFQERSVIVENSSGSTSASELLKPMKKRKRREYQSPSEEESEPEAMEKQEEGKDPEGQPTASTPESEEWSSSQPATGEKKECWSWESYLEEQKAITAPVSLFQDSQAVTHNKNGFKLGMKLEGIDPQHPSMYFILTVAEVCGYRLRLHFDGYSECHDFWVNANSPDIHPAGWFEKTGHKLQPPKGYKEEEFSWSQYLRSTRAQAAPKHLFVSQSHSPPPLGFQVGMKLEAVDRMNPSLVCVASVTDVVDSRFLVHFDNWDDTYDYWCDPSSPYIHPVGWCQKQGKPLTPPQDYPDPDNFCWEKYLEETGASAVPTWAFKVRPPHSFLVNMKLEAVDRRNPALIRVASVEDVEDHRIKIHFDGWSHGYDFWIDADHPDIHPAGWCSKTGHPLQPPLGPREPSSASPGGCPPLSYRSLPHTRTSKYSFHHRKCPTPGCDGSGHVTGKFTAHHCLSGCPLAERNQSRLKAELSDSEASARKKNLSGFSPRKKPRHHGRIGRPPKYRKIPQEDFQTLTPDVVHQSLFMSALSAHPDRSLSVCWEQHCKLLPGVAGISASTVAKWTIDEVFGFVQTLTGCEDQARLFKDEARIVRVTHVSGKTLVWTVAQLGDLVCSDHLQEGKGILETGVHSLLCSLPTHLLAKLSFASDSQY
#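 Displacement of a biotinylated histone H3(1-15) peptide monomethylated at Lys9 (75 nM) from L3MBTL1 (50 nM) was measured by AlphaScreen after a 30 min room-temperature compound incubation; cefsulodin titration served as intraplate control.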
# Tau fibril FP: blocks human tau fibril formation measured by polarization; 280,000 tested, 0.39% active; Potency, µM (highest dose often 57.7 µM), for the others: at the top dose activity, negative = inhibition, usual class: inhibitors; AID 1468; K18 P301L tau heparin fibrillization, Alexa594 FP, 6 h; P10636; note: nearly all actives have a fitted effect of over 55% in size
# Target sequence (P10636 561-689 P618L limits assumed): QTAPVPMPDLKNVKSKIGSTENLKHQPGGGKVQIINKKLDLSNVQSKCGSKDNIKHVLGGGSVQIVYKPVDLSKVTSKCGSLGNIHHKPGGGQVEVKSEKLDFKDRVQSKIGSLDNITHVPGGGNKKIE
#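 Human K18 P301L fragment (15 uM unlabeled plus 0.24 uM Alexa 594-labeled) in 100 mM sodium acetate pH 7 with compound, aggregation induced by 20 uM heparin for 6 hr at 37 C. ThT (30 uM) added for 1 hr, then Alexa 594 FP read.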
# TexasRed fluor: alters Texas Red total fluorescence, flagging assay interference; TRb/SRC2 Texas Red total fluorescence interference; Potency, µM (highest dose often 106 µM), for the others: at the top dose fluorescence change, negative = quenching; 280,000 tested, 0.29% active; AID 1479; active = well fitted curve in either direction with a large enough effect; inconclusive = small, poorly fitted or top-dose-only effect
#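 Human TRb ligand-binding domain at 0.6 uM with 20 nM Texas Red SRC2 peptide in Tris buffer containing 1 uM T3 and 5% DMSO, incubated with compound 5 h at ambient temperature. Total fluorescence (555/632 nm) calculated as parallel + 2 × perpendicular.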
# Tau fluor counter: counter-screen for tau fibril formation inhibitors. tau K18 P301L Alexa594 fluorescence, heparin fibrillization. Potency, µM (doses to about 57.7 µM), for the others: at the top dose activity change, negative = decrease. 280,000 tested, 0.93% active; note: nearly all actives have a fitted effect of over 55% in size
#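 Human K18 P301L tau (15 uM unlabeled plus 0.24 uM Alexa 594-labeled, final) in 100 mM sodium acetate pH 7 was mixed with compound and 20 uM heparin and incubated 6 hr at 37 C.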
# TRb-SRC2 inh: TRbeta-SRC2 interaction inhibition; P10828; TRbeta-SRC2 peptide binding, fluorescence polarization; receptor liganded with 1 µM T3; Potency, µM (titrated, usually from 106 µM), inactives show top-dose activity change, negative = inhibition, actives largely listed as inhibitors; 280,000 tested, 0.065% active; AID 1469;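 note: plate controls were bound peptide for no effect and peptide without receptor for full effect; nearly all actives have a fitted effect of over 50% in size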
#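 Binding of a 20-amino-acid Texas Red SRC2 peptide (20 nM) to TRb ligand-binding domain (0.6 uM) with agonist T3 at 1 uM was followed by fluorescence polarization after a 5 hr room-temperature incubation.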
# Tau ThT inhib: tau fibrillization inhibition (ThT binding); Potency, µM (series often up to 57.4 µM), for the others: at the highest dose activity, negative = inhibition, usual class: inhibitors; 270,000 tested, 2.1% active; recombinant tau K18 P301L, heparin-induced fibrillization, ThT fluorescence; AID 1460; note: nearly all actives have a fitted effect of over 55% in size
#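 Fibril formation assay: tau K18 P301L at 15 uM with trace Alexa 594 label, heparin inducer 20 uM, pH 7 sodium acetate buffer, 37 C for 6 hr; endpoint ThT signal.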
# * = called active by the depositor; ? = inconclusive; nt = not tested or not shown; & = joins results of further samples; [ ] = another dose, or the depositor's remark. Unless noted, calls come from the whole dose curve; as a rule, active = well fitted curve in the direction sought with a large enough effect; inconclusive = small, poorly fitted or top-dose-only effect, or another doubt; inactive = no such curve, though single readings can be large; an effect the other way counts as inactive or inconclusive. Unless noted, % is set by controls: 0 for no effect and ±100 for the full control effect; potency is the fitted concentration of half-maximal effect.
1	COc1cc(NC(=S)NCCCO)c(OC)cc1Cl
2	CCOC(=O)c1sc2nc(-c3cccnc3)ccc2c1N
3	O=S(=O)(Nc1ccc(N2CCOCC2)cc1)c1ccccc1
4	c1ccccc1
5	COC(=O)c1ccccc1NC(=O)CSc1nnc(C(C)NC(=O)c2ccc(Cl)cc2Cl)n1C (centres undefined)
6	NC(=O)CSc1ncc(-c2ccccc2)[nH]1
7	Cc1ccc(-c2nn[nH]n2)o1
8	COC(=O)c1ccc(NC(=O)CSc2nc3cccnc3n2C)cc1

screen / no.,1,2,3,4,5,6,7,8
ALDH1A1 block,?,9.6%,-4.1%,10.5%&13.0%,?,15.3%,5.2%,6.6%
GLA spleen mod,-3.1%,2.2%,1.7%,-1.7%&7.6%,2.0%,14.0%,-3.6%,-13.9%
L3MBTL1 inh,3.4%,23.9%,nt,nt,nt,-1.8%,8.5%,2.8%
Tau fibril FP,6.1%,9.3%,7.5%,nt,-6.3%,4.1%,-4.7%,-4.5%
TexasRed fluor,0.0%,-5.5%,-0.2%,1.0%[5.17e+03 µM],1.7%,-1.6%,-2.6%,2.3%
Tau fluor counter,-14.1%,?,-16.2%,nt,-10.4%,-5.6%,2.3%,-7.0%
TRb-SRC2 inh,4.2%,3.7%,0.5%,-4.1%[5.17e+03 µM],1.8%,-8.7%,-0.7%,-3.2%
Tau ThT inhib,-9.9%,?,-13.9%,nt,-5.8%,-3.1%,-2.3%,?

9	CCN1C(=O)CC(N2CCN(c3ccc(OC)cc3)CC2)C1=O (centres undefined)
10	COc1cc(NC2=CC(=O)CC(C)(C)C2)cc(OC)c1
11	Cc1cc(C)cc(NC(=O)C2CCCN(c3nc(C)cc(C)n3)C2)c1 (centres undefined)
12	CCN(CC)CCNC(=O)c1ccc(-c2nc(CS(=O)(=O)c3ccc(C)cc3)c(C)o2)cc1
13	O=C(NNC(=O)c1ccccc1Br)c1ccc(Cl)c(Cl)c1
14	COc1ccc(C(=O)C2CCN(C(=S)Nc3ccc(F)cc3)CC2)cc1
15	Fc1cc(Br)ccc1NC(=S)Nc1cccnc1
16	CCOC(=O)c1nc(C)n(-c2ccc([N+](=O)[O-])cc2)n1

screen / no.,9,10,11,12,13,14,15,16
ALDH1A1 block,?,-2.7%,1.1%,nt,13.0%,-1.7%,4.6%,-7.4%
GLA spleen mod,8.7%,-7.8%,4.4%,nt,-0.6%,?,1.8%,13.2%
L3MBTL1 inh,-9.8%,nt,7.8%,nt,6.7%,nt,8.5%,?
Tau fibril FP,-3.2%,-0.5%,-0.6%,?,-8.3%,-7.1%,2.3%,9.1%
TexasRed fluor,2.5%,-4.6%,-0.2%,-1.2%,0.8%,-0.7%,-4.8%,-1.9%
Tau fluor counter,6.0%,-1.2%,1.4%,-4.0%,-3.0%,-22.5%,-2.0%,-3.3%
TRb-SRC2 inh,-15.6%,-4.8%,7.2%,-4.2%,-11.9%,1.7%,-1.8%,-4.8%
Tau ThT inhib,-0.8%,5.7%,-5.3%,9.1%,-7.9%,-20.0%,-1.2%,-9.3%

# 2 entries from above, with values under each structure:
# Values in the order – ALDH1A1 block | GLA spleen mod | L3MBTL1 inh | Tau fibril FP | TexasRed fluor | Tau fluor counter | TRb-SRC2 inh | Tau ThT inhib
13: O=C(NNC(=O)c1ccccc1Br)c1ccc(Cl)c(Cl)c1
  13.0% | -0.6% | 6.7% | -8.3% | 0.8% | -3.0% | -11.9% | -7.9%
14: COc1ccc(C(=O)C2CCN(C(=S)Nc3ccc(F)cc3)CC2)cc1
  -1.7% | ? | nt | -7.1% | -0.7% | -22.5% | 1.7% | -20.0%

# The list goes on.
17	CCOc1ccc(N2C(=O)CC(N(O)c3ccccc3)C2=O)cc1 (centres undefined)
18	COc1ccc(/C=N/Nc2nc(C)c([N+](=O)[O-])c(N(C)c3ccccc3)n2)cc1OC
19	Cc1cccc(C(=O)N/N=C/c2ccc(OC3CSC3)cc2)c1
20	COC(=O)[C@@H]1CC[C@H](C)[C@@H](c2ccc(C)cc2)N1C(=O)c1ccc(/C=N\OC[C@@H]2O[C@H](c3ccccc3)C=C[C@@H]2Oc2ccc(OC)cc2)cc1
21	Cc1ncc([N+](=O)[O-])n1CC(=O)N/N=C/c1ccc(F)cc1
22	Cc1cccc(C)c1NC(=O)CSC(=S)N1CCCC1
23	COc1cccc(CN2C(=O)c3ccccc3Sc3ccc(C(=O)OCc4ccco4)cc32)c1
24	CCSC1=C(C#N)C(c2ccc3c(c2)OCO3)C2=C(CCCC2=O)N1 (centres undefined)

screen / no.,17,18,19,20,21,22,23,24
ALDH1A1 block,?,-1.8%,8.3%,9.1%[13.5 µM],5.9%,-8.8%,nt,?
GLA spleen mod,4.2%,-3.6%,6.6%,3.3%[17.5 µM],0.9%,-11.0%,nt,10.2%
L3MBTL1 inh,-5.8%,-4.6%,-4.1%,nt,nt,50.2%[activator],nt,nt
Tau fibril FP,-1.4%,0.1%,?,-4.8%[11.6 µM],-4.7%,-4.1%,-10.0%,-8.6%
TexasRed fluor,-2.4%,-5.2%,-1.7%,0.1%[11.2 µM],-4.4%,0.5%,3.6%,1.1%
Tau fluor counter,-11.0%,-18.9%,-18.7%,-2.3%[11.6 µM],-1.1%,4.6%,-8.2%,-3.3%
TRb-SRC2 inh,0.1%,-0.7%,-4.8%,-4.6%[11.2 µM],3.7%,-13.3%,-2.0%,2.6%
Tau ThT inhib,?,?,?,-9.5%[11.5 µM],-0.4%,2.2%,2.8%,-9.1%

25	CC(C)Cc1nn2c(=O)cc(COC(=O)c3ccc(NC(=O)c4cccs4)cc3)nc2s1
26	CC1(C)C2CCC13CS(=O)(=O)N[C@@H]3C2 (some centres undefined)
27	CCOCCCNC(=O)C1CCCN1C(=O)Nc1ccccc1[N+](=O)[O-] (centres undefined)
28	NC(=O)C1CCN(c2cc(Cl)nc(N)n2)CC1
29	COC(=O)c1sc(N)c(C(=O)OC)c1COC(=O)CNS(=O)(=O)c1ccc(C)c(C)c1
30	O=C(CCNS(=O)(=O)c1ccc2c(c1)CCCC(=O)N2)Nc1cccc(Cl)c1
31	COc1ccc(N2CCN(S(=O)(=O)CCNC(=O)Cc3ccc(Cl)cc3)CC2)cc1
32	COc1ccc2nc(NC(=O)C3CCCO3)sc2c1 (centres undefined)

screen / no.,25,26,27,28,29,30,31,32
ALDH1A1 block,nt,-3.2%,-0.5%,-0.1%,?,nt,nt,-8.9%
GLA spleen mod,nt,-8.0%,3.5%,-7.2%,0.1%,nt,nt,2.6%
L3MBTL1 inh,nt,nt,2.5%,8.2%,-12.2%,nt,nt,9.7%
Tau fibril FP,-5.5%,0.2%,6.4%,4.9%,-5.2%,-10.1%,1.2%,-8.9%
TexasRed fluor,-4.1%,-1.0%,-0.2%,0.3%,0.4%,-5.0%,-3.1%,-0.5%
Tau fluor counter,-0.2%,-4.0%,5.5%,2.5%,?,-16.3%,-4.2%,-7.5%
TRb-SRC2 inh,0.5%,-14.1%,-4.0%,6.0%,11.8%,3.5%,2.0%,-1.6%
Tau ThT inhib,2.7%,-9.7%,-0.3%,1.6%,?,-8.0%,-2.1%,-12.3%

33	Fc1cnc(N2CCOCC2)nc1NCc1ccccc1
34	CSc1ncc2c(n1)-c1ccccc1N(Cc1ccc(F)cc1)S2(=O)=O
35	CCc1cccc(C)c1NC(=O)C(c1ccccc1)N1CCC1=O (centres undefined)
36	O=C(c1cc2ncc(Br)cn2n1)N1CCCCC1
37	COc1ccc(CNC(=O)CCS(=O)(=O)Cc2ccc(C)cc2)c(OC)c1
38	O=C(COc1ccc2c(c1)CCC2)NCc1cccc(Cl)c1
39	O=C(NC(Cc1ccc2c(c1)OCO2)C(=O)NC(Cc1ccccc1)C(=O)O)c1ccccc1 (centres undefined)
40	O=C(Nc1ccon1)c1cccc(Cl)c1

screen / no.,33,34,35,36,37,38,39,40
ALDH1A1 block,?,nt,?,?,-32.3%,3.7%,-3.1%,10.7%
GLA spleen mod,-27.7%,nt,14.5%,2.2%,6.7%,4.4%,2.8%,4.7%
L3MBTL1 inh,-2.9%,nt,6.2%,nt,nt,9.6%,nt,8.4%
Tau fibril FP,-4.1%,-16.2%,-5.3%,?,-3.1%,-5.2%,-4.9%,3.9%
TexasRed fluor,0.8%,-0.1%,-4.2%,-0.6%,-1.8%,0.3%,2.1%,3.5%
Tau fluor counter,-4.3%,-23.9%,-10.8%,-9.2%,-7.7%,-14.8%,-8.8%,-0.5%
TRb-SRC2 inh,-7.2%,1.8%,5.3%,-4.1%,-7.2%,6.5%,-12.8%,0.5%
Tau ThT inhib,-12.9%,-7.5%,-2.0%,-6.9%,-6.4%,-16.2%,-12.4%,3.0%

41	COc1cccc(-c2nnc(SCC(=O)N3CCCC3=O)n2-c2ccccc2)c1
42	CC(C)c1cnc2c(c1SCC(=O)Nc1ccccc1C(F)(F)F)c(=O)n(C)c(=O)n2C
43	CC(C)CNC(=O)C1c2ccccc2Oc2ccccc21
44	COc1ccc(CNC(=O)Cn2ccc3cc(S(=O)(=O)N4CCCCC4)ccc32)c(OC)c1
45	Cc1ccc2cc([N+](=O)[O-])ccc2n1
46	CCc1ccc2[nH]c(=O)c(CN(Cc3ccc(OC)cc3)Cc3nnnn3CCOC)cc2c1
47	COC(=O)c1ccc(NC(=O)C2CC(=O)N(c3ccc(C)cc3)C2)cc1 (centres undefined)
48	Cn1c(-c2ccc(F)cc2)cnc1SCC(=O)Nc1ccccc1N1CCOCC1

screen / no.,41,42,43,44,45,46,47,48
ALDH1A1 block,?,nt,-1.5%,nt,nt,?,2.2%,2.8%
GLA spleen mod,-3.5%,nt,1.1%,nt,-5.6%,5.9%,0.8%,6.8%
L3MBTL1 inh,3.8%,nt,1.1%,nt,8.6%,-4.3%,2.2%,-10.4%
Tau fibril FP,10.9%,-9.4%,1.4%,6.1%,9.0%,8.0%,-10.8%,8.1%
TexasRed fluor,-1.6%,-1.3%,-1.0%,-1.8%,-2.3%,0.2%,2.6%,-0.3%
Tau fluor counter,3.8%,-8.0%,-5.3%,-25.7%,15.9%,-2.6%,-8.4%,-6.4%
TRb-SRC2 inh,-13.8%,2.9%,6.9%,2.9%,4.6%,9.7%,-6.3%,-2.5%
Tau ThT inhib,-3.0%,-0.4%,-3.3%,-6.1%,2.9%,-9.9%,-19.1%,-12.0%
